SARS 3CLpro inh: SARS-CoV 3CLpro protease inhibition. hit rate 0.14% among 290,000. inhibition, % at 6 µM. P0C6X7. recombinant SARS-CoV 3CLpro, quenched FRET peptide cleavage; in the data active = inhibition above about 12%
CCHFV vOTU inh: CCHFV vOTU protease inhibition | inhibition, % at 11.5 µM | Pep-AMC fluorescence | hit rate 0.55% among 370,000; in the data active = inhibition above about 30%; also: 0% = vehicle wells with enzyme and 100% = no enzyme wells
Y pestis TopoI: inhibitors of Yersinia pestis topoisomerase I; Y. pestis Topo-I cleavage product accumulation, plate reader; hit rate 0.064% among 360,000; activity, % at 10 µM; in the data active = activity above about 50%, passing the limit was not always enough; also: inactives centre near 2
TcdB inh: TcdB glycohydrolase inhibition; inhibition, % at 9.99 µM; AID 652162; TcdB glycohydrolase enzymatic assay, plate reader; hit rate 0.24% among 350,000; P18177; in the data active = inhibition above about 10%
PrPC surface inh: inhibitors of human cell surface prion protein PrPC | hit rate 0.43% among 370,000 | AID 720596 | TR-FRET read-out | P04156 | inhibition, % at 13.8 µM; in the data active = inhibition above about 24%; also: 0% = median of the test wells and 100% = reference compound wells
Vc quorum ag: quorum light induction in luxS cqsA deficient V. cholerae; hit rate 0.16% among 350,000; AID 588436; activation, % at 18.7 µM; V. cholerae BH1578 lux reporter, luminescence, 6 h; in the data active = activation mostly above about 9.7%, no sharp cut-off; also: not every result past the cut was called active; inactives centre near 0; reference of the scale not given here
VHR inh abs: DUSP3 (human) phosphatase inhibition. hit rate 0.52% among 290,000. P51452. inhibition, % at 13.3 µM. recombinant VHR phosphatase, pNPP absorbance; in the data active = inhibition above about 50%; also: some compounds called inactive have numbers as strong as hits
Target sequence (P51452 whole entry, looked up): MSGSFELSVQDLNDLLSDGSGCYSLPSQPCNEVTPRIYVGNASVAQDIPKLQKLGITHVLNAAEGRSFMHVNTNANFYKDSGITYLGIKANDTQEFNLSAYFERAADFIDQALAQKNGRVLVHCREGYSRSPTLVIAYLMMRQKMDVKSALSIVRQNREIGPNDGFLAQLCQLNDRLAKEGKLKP
SSB-PriA inh: blocks PriA binding to SSB C-terminal tail | AlphaScreen SSBct-PriA binding, biotinylated peptide | inhibition, % at 33 µM | hit rate 0.6% among 430,000; in the data active = inhibition mostly above about 37%, no sharp cut-off; inactive = mostly below about 20%;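 also: plate controls were negative control peptide for no effect and reference peptide for full effect; strong numbers were not always called active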
MazEF act: activators of E. coli MazEF toxin-antitoxin RNase. activation, % at 20 µM. FAM/BHQ RNA-DNA oligo cleavage fluorescence, 5 h. hit rate 0.32% among 350,000. P0AE70; in the data active = activation above about 50%
Target sequence (P0AE70 whole entry, looked up): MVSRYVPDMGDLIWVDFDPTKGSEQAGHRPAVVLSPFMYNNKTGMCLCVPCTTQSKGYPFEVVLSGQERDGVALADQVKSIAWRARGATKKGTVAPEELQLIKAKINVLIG
Rv3671c protease: inhibitors of M. tuberculosis serine protease Rv3671c; P9WHR9; hit rate 0.048% among 320,000; AID 2606; inhibition, % at 5.96 µM; in the data active = inhibition above about 38%;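 also: extracellular domain of Rv3671c used as enzyme; 0% = enzyme with DMSO and 100% = no enzyme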
Target sequence (P9WHR9 whole entry, looked up, the tested form may be a part): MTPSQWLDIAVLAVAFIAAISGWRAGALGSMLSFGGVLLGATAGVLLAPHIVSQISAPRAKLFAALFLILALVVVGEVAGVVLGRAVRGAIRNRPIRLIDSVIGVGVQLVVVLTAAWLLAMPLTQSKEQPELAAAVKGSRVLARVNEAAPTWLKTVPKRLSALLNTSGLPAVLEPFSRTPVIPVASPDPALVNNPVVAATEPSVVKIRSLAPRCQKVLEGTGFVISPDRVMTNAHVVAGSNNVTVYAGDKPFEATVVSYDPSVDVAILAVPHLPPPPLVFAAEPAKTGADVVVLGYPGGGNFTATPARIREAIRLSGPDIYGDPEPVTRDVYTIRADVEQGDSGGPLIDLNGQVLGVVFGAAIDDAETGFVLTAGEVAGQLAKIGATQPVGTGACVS
Starred values were filed as active, the others as inactive; i = inactive; nt = no result given; & = joins results of further samples. This is a subset, so the mix of outcomes need not match the whole.

SMILES	SARS 3CLpro inh	CCHFV vOTU inh	Y pestis TopoI	TcdB inh	PrPC surface inh	Vc quorum ag	VHR inh abs	SSB-PriA inh	MazEF act	Rv3671c protease
CN(C)c1ncnc2c1ncn2[C@H]1CN(Cc2ccc3c(c2)OCO3)C[C@@H](CO)O1	nt	12	-2	-1.3	0	-0.7	nt	nt	nt	nt
O=C(CCCn1c(=O)oc2ccccc21)N1CCN(c2ccccn2)CC1	-7	-21	2	0.7	-6	0.4	31	-9	2	4
CCOC(=O)c1c(C)noc1-c1ccco1	1	-14	1	1.2	8	-0.4	31	-2	5	2
CCCN(CCC)S(=O)(=O)c1ccc(C(=O)N2CCC(=O)c3ccccc32)cc1	4	6	-7	nt	-10	i	8	6	0	-15
COc1cccc(-c2cc3nc(-c4ccccc4)cc(=O)n3[nH]2)c1	-5	-26	-1	1.1	10	i	16	-6	-3	-29
CCc1ccc(NC(=O)c2ccc(C3SCC(=O)N3CCc3ccccc3)cc2)cc1 (stereo unspecified)	6	5	-4	nt	4	0.1	15	-13	-1	-28
COc1ccccc1CCNC(=O)c1cnccn1	-2	-16	8	nt	-11	-2.0	0	-10	3	9
CC(=O)Nc1ccc([N+](=O)[O-])c(CS(=O)(=O)c2ccc(C)cc2)c1[N+](=O)[O-]	4	10	6	1.0	-22	-0.5	-3	-8	5	6
COc1ccc(NC(=O)N2CCC(c3nc(-c4cccs4)no3)CC2)cc1	-3	1	15	nt	0	i	17	-2	2	7
O=C(NCc1ccccc1)C(=O)NCC(c1ccco1)N1CCN(c2ccccc2F)CC1 (stereo unspecified)	1	1	11	0.1	11	i	26	1	22	-13

Grouped by structure, those above with an aryl methoxy group
SMILES	SARS 3CLpro inh	CCHFV vOTU inh	Y pestis TopoI	TcdB inh	PrPC surface inh	Vc quorum ag	VHR inh abs	SSB-PriA inh	MazEF act	Rv3671c protease
COc1cccc(-c2cc3nc(-c4ccccc4)cc(=O)n3[nH]2)c1	-5	-26	-1	1.1	10	i	16	-6	-3	-29
COc1ccccc1CCNC(=O)c1cnccn1	-2	-16	8	nt	-11	-2.0	0	-10	3	9
COc1ccc(NC(=O)N2CCC(c3nc(-c4cccs4)no3)CC2)cc1	-3	1	15	nt	0	i	17	-2	2	7

Returning to the listing with the 3 entries that preceded the break.
SMILES	SARS 3CLpro inh	CCHFV vOTU inh	Y pestis TopoI	TcdB inh	PrPC surface inh	Vc quorum ag	VHR inh abs	SSB-PriA inh	MazEF act	Rv3671c protease
CC(=O)Nc1ccc([N+](=O)[O-])c(CS(=O)(=O)c2ccc(C)cc2)c1[N+](=O)[O-]	4	10	6	1.0	-22	-0.5	-3	-8	5	6
COc1ccc(NC(=O)N2CCC(c3nc(-c4cccs4)no3)CC2)cc1	-3	1	15	nt	0	i	17	-2	2	7
O=C(NCc1ccccc1)C(=O)NCC(c1ccco1)N1CCN(c2ccccc2F)CC1 (stereo unspecified)	1	1	11	0.1	11	i	26	1	22	-13
COc1ccc([C@H]2CC(=O)C=C(c3ccc(OC)c(F)c3)C2)cc1	nt	-3	33	0.0	-5	i	nt	-8	-7	nt
CC(=O)c1cccc(NC(=O)CCCCCn2nnc3ccccc3c2=O)c1	-2	-2	1	0.6	-6	-0.4	-29	4	10	nt
CCN(CC)C(=O)Cn1cc(/C=C(\C#N)C(=O)NC2CC2)c2ccccc21	2	-3	23	-0.3	2	i	32	2	2	3
CN(CC(=O)Nc1ccc(N2CCOCC2)cc1)C(=O)c1cn(-c2ccccc2)nc1-c1ccccc1	nt	1	5	2.3	7	-1.6	nt	-4	4	1
O=[N+]([O-])c1ccc(Cl)c(CN2CCSCC2)c1	0	-1	3	nt	-7	i	-2	9	3	12
Cc1onc(-c2ccccc2)c1C(=O)NCC(=O)Nc1cc(Cl)ccc1Cl	nt	9	8	0.7	5	-1.7	nt	-6	4	4
COc1cc(NC(=O)c2ccc(F)cc2)c(OC)cc1NC(=O)CN1CCOCC1	3	3	0	0.5	0	-0.4	4	-2	9	-8
COc1ccc(-c2nn(-c3ccccc3)cc2/C=N/O)cc1OC	-2	7	6	-0.6	3	-2.2	-5	nt	-5	4
COC(=O)c1sccc1NC(=O)CN(C)NS(=O)(=O)c1ccc(F)cc1	-6	29	-3	nt	2	-0.7	5	1	4	4
CCCS(=O)(=O)N1CCN=C1SCc1cccnc1	1	5	-6	-0.4	6	-0.3	14	2	8	-7
Cc1nn(CCC(=O)NNC(=S)Nc2cccc(Cl)c2)c(C)c1[N+](=O)[O-]	0	-1	-3	nt	-10	i	9	-16	-8	6
O=C(O)c1cc([N+](=O)[O-])ccc1NCc1cccnc1	0	-12	-1	-0.3	-9	-0.8	-8	-9	12	-4
CCC(C)[C@H](N)C(=O)N[C@H]1CCC2C3CC=C4C[C@@H](O)CC[C@]4(C)C3CC[C@@]21C (stereo partly specified)	nt	29	14	0.5	4	i	nt	nt	6	nt
CCOc1ccc(C(=O)NCC(=O)N2CCCCCCC2)cc1OCC	nt	8	1	0.4	-8	0.7	nt	3	3	1
CC(=O)c1nnn(-c2ccccc2C#N)c1C	-1	-1	4	0.3	6	i	13	-2	7	2
COc1ccc(/C(C)=N/NC2=NCCN2)cc1Cl	-4	-9	-3	1.5	-12	i	34	nt	3	nt
Cc1cc(C)n2nnnc2c1C#N	-3	-6	6	nt	3	i	10	7	-3	8
O=C(c1cccc(F)c1)N1CCN(c2cc(N3CCCCC3)c(F)cc2[N+](=O)[O-])CC1	0	4	4	0.0	-6	-0.9	-4	42*	2	8
Cc1nnc(NC(=O)C23CC4CC(C)(CC(C)(C4)C2)C3)s1	1	-7	2	-0.4	-2	1.4	nt	-7	0	4
Cc1cccc(NC(=O)N2CCCCCC2)c1	-1	3	-1	0.7	-1	-0.3	15	-20	-11	-6
COc1ccc(OC)c(CC(NC(C)=O)C(=O)NC2CCN(S(=O)(=O)c3ccc(NC(C)=O)cc3)CC2)c1 (stereo unspecified)	0	2	3	2.5	-13	i	-35	-4	-1	5
O=C(O)c1ccc(Nc2nc3ccc(Cl)cc3[nH]2)cc1	0	8	4	-1.1	12	-0.8	33	-3	-1	1
Cc1ccc(NC(=S)N2CCN(c3ccccn3)CC2)c(C)c1	-7	-5	3	-0.3	8	i	3	5	1	-6
O=[N+]([O-])c1ccc(Sc2nccn2Cc2ccccc2)cc1	-6	16	2	nt	-5	-4.8	30	20	-6	-1
Cc1ccc(-c2nc3cc(N)ccc3o2)cc1Br	-2	-6	21	1.6	0	i	4	-21	-3	4
Cc1ccc([C@H]2C(C(=O)O)=CC[C@@H](c3cccc(Cl)c3)N2S(=O)(=O)c2ccc(C)cc2)cc1	nt	7	20	0.0	-6	i	nt	-5	-10	nt
Cc1cc(C=O)c(C)n1-c1ccc(Cl)c(C(=O)O)c1	-1	21	8	-1.4	4	-0.5	4	-10	-2	1
CC(C)CC(=O)NC(=S)Nc1ccc(NC(=O)c2ccco2)cc1	2	-9	-2	2.0	14	-0.4	-5	-2	5	6
Cc1ccc(NCC(=O)N/N=C\c2ccc[nH]2)cc1	0	10	4	1.2	-4	i	6	nt	7	2
Cc1ccnc(-n2c(-c3ccco3)nc3ccccc3c2=O)c1	-6	-10	5	nt	-7	i	3	6	4	4

A draw from above in order of heavy-atom count, high to low.
SMILES	SARS 3CLpro inh	CCHFV vOTU inh	Y pestis TopoI	TcdB inh	PrPC surface inh	Vc quorum ag	VHR inh abs	SSB-PriA inh	MazEF act	Rv3671c protease
COc1ccc(OC)c(CC(NC(C)=O)C(=O)NC2CCN(S(=O)(=O)c3ccc(NC(C)=O)cc3)CC2)c1 (stereo unspecified)	0	2	3	2.5	-13	i	-35	-4	-1	5
CC(C)CC(=O)NC(=S)Nc1ccc(NC(=O)c2ccco2)cc1	2	-9	-2	2.0	14	-0.4	-5	-2	5	6
O=[N+]([O-])c1ccc(Sc2nccn2Cc2ccccc2)cc1	-6	16	2	nt	-5	-4.8	30	20	-6	-1
Cc1cc(C=O)c(C)n1-c1ccc(Cl)c(C(=O)O)c1	-1	21	8	-1.4	4	-0.5	4	-10	-2	1

(further entries)
SMILES	SARS 3CLpro inh	CCHFV vOTU inh	Y pestis TopoI	TcdB inh	PrPC surface inh	Vc quorum ag	VHR inh abs	SSB-PriA inh	MazEF act	Rv3671c protease
Cc1nnsc1C(=O)Nc1ccc(S(=O)(=O)N2CCCCC2C)cc1 (stereo unspecified)	5	-1	9	2.7	5	-0.1	11	9	7	2
O=C(CCc1ccccc1)NC(=S)Nc1cc(C(F)(F)F)ccc1N1CCOCC1	2	nt	18	0.7	nt	-1.7	26	-12	-11	-13
CCOC(=O)C1=C(C)NC(C)=C(C(=O)OCC)C1C	1&-4	-13	-2	-0.9	-7	-0.4	4&29	-15	-4	-2
CCc1nnc(SCc2cn3c(C)cc(C)nc3n2)n1N	-8	-3	-3	nt	-7	i	20	-3	-1	6
COc1ccc(N(C(C)C(=O)NN=C2CCCCCCC2)S(C)(=O)=O)cc1 (stereo unspecified)	0	9	0	-0.6	2	1.0	-21	-16	7	2
COC(=O)c1cc(-c2c(-c3cc(OC)c(OC)c(OC)c3)noc2C)cc([N+](=O)[O-])c1	-5	10	-4	1.9	-6	i	20	16	2	3
Cc1cccc(-n2c(O)c(C=Nc3cccc(O)c3)c3ccccc3c2=O)n1	3	-6	-5	2.4	-17	i	21	11	6	11
COC(=O)c1nnn(CC(=O)Nc2cccc(Cl)c2)c1C(=O)OC	4	1	-4	nt	-1	i	0	-7	2	4
CCOC(=O)N1CCC(n2c(=S)[nH]c3ccccc3c2=O)CC1	9	8	1	nt	-2	i	43	-4	10	3
CC(=O)c1ccc(NC(=O)C(C)OC(=O)c2cccc(-n3cnnn3)c2)cc1 (stereo unspecified)	nt	-6	9	2.5	-9	-0.3	nt	4	1	-2

Gathered by group, the compounds so far with two or more sulfur atoms.
SMILES	SARS 3CLpro inh	CCHFV vOTU inh	Y pestis TopoI	TcdB inh	PrPC surface inh	Vc quorum ag	VHR inh abs	SSB-PriA inh	MazEF act	Rv3671c protease
COC(=O)c1sccc1NC(=O)CN(C)NS(=O)(=O)c1ccc(F)cc1	-6	29	-3	nt	2	-0.7	5	1	4	4
CCCS(=O)(=O)N1CCN=C1SCc1cccnc1	1	5	-6	-0.4	6	-0.3	14	2	8	-7
Cc1nnsc1C(=O)Nc1ccc(S(=O)(=O)N2CCCCC2C)cc1 (stereo unspecified)	5	-1	9	2.7	5	-0.1	11	9	7	2

(list continues)
SMILES	SARS 3CLpro inh	CCHFV vOTU inh	Y pestis TopoI	TcdB inh	PrPC surface inh	Vc quorum ag	VHR inh abs	SSB-PriA inh	MazEF act	Rv3671c protease
Cc1ccc(Cn2c(C(=O)NCCCN3CCOCC3)cc3sccc32)cc1	5	nt	11	nt	nt	i	24	5	-6	-1
COc1cccc(/C=N/NC(=O)CCn2nnc3ccccc32)c1	3	-2	-4	2.3	-4	i	25	nt	4	1
CCO[C@@H]1OC(C(=O)Nc2ccccc2)=C[C@H](c2ccc(Br)cc2)[C@H]1CCCO	3	5	6	1.0&0.0	-5	-0.3	-2	3	11	-7
COc1ccc([C@H]2N[C@]3(CCCN(Cc4ccc(F)cc4)C3=O)[C@H]3C(=O)N(Cc4ccccc4)C(=O)[C@@H]23)cc1	nt	8	26	1.5	2	i	nt	nt	5	nt
CN(C)C(=O)c1cccc(-c2cc(NC=O)c3ncc(-c4ccc(F)cc4)n3c2)c1	nt	-6	21	1.7	-10	-0.2	nt	nt	nt	nt
O=C(NCCCN1CCOCC1)c1ccc2c(=O)n(Cc3ccc(Cl)cc3)c(=S)[nH]c2c1	-1	27	-2	1.4	-6	i	21	1	21	-53
